Compound activity from PubChem.
Vif-A3G inh = blocks the Vif interaction with human APOBEC3G | 0.076% of 410,000 active | AID 602310 | Potency, µM (highest dose often 46.1 µM), inactives show top-dose activity, negative = active, most hits filed as inhibitors | Q9HC16 | HeLa A3G-eYFP + Vif (tagged APOBEC3G with the HIV-1 protein that degrades it), YFP fluorescence, overnight;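 note: potency is the fitted concentration of half-maximal effect; % is set by controls: 0 for no effect and ±100 for the full control effect; nearly all actives have a fitted effect of over 60% in size; hits raise eYFP signal because A3G escapes Vif-driven loss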
Target sequence (Q9HC16 whole entry, looked up): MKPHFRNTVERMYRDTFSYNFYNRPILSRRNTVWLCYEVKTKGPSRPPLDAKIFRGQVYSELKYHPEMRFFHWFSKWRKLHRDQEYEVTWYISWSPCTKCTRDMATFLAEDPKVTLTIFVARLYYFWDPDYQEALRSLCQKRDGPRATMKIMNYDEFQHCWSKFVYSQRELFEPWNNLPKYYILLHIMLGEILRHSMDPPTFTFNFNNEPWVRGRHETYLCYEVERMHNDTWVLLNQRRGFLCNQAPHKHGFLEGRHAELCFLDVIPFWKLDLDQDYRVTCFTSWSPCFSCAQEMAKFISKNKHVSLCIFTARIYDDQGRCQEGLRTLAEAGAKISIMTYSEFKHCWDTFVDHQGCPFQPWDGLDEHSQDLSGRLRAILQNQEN
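HeLa cells stably expressing Vif and C-terminally eYFP-tagged A3G, seeded overnight at 37 deg C, then exposed to compound by pintool overnight at 37 deg C. Rise in yellow fluorescence (Ex 488/Em 500-530, Acumen) marks blocked Vif-driven A3G degradation.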
LDHA inh = blocks human lactate dehydrogenase A | AID 1347041 | purified LDHA, NADH/diaphorase-resazurin fluorescence; active compounds read low | activity change, % (values are at about 110 or 230 µM) | 0.15% of 480,000 active | P00338; in the data active = activity change below about -30%; inconclusive = mostly about -25% to -30%;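 note: plate controls were DMSO wells for no effect and wells without enzyme for full effect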
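Remaining NADH was detected by diaphorase (0.133 mg/mL) converting 37 µM resazurin to fluorescent resorufin, read at 0 and 20 minutes. The preceding 5-minute room-temperature reaction used 2 nM LDHA, 0.2 mM sodium pyruvate and 0.06 mM NADH at pH 7.4.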
GRP78 ERSR act = induces the endoplasmic reticulum stress response in human glioma cells; 0.02% of 420,000 active; Potency, µM, inactives show at the highest dose activation, hits mostly activators; AID 602332; U87-MG GRP78 promoter luciferase reporter, 16 h; note: potency is the fitted concentration of half-maximal effect; series mostly up to about 76 µM; % of control where 0% means no effect; nearly all actives have a fitted effect of over 35% in size
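Stably transfected U87-MG glioma cells carrying a GRP78-based luciferase sensor; 16 h compound incubation. Luminescence end-point read 10 min after Bright-Glo addition at room temperature.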
Numbers without * were called inactive; ? = inconclusive. Unless noted, calls come from the whole dose curve; as a rule, active = well fitted curve in the direction sought with a large enough effect; inconclusive = small, poorly fitted or top-dose-only effect, or another doubt; inactive = no such curve, though single readings can be large; an effect the other way counts as inactive or inconclusive. This is a subset; the hit share may differ from the screen's.

SMILES	Vif-A3G inh	LDHA inh	GRP78 ERSR act
Cc1ccc(S(=O)(=O)NC(=O)C2(C)CCN2C(=O)CC2CCCC2)cc1 (centres undefined)	3%	-9	-3%
COc1ccccc1CNc1nc(NCc2ccccc2F)c2sccc2n1	-18%	-8	-1%
CC1(C(=O)NS(=O)(=O)c2ccc(F)cc2F)CCN1C(=O)c1ccccc1 (centres undefined)	-2%	-7	-5%
NC(c1ccccc1)c1csc(Nc2cc(Oc3ccccc3)ncn2)n1 (centres undefined)	-4%	-8	-3%
O=C(NCc1ccccc1)c1cc(C2COCCN2S(=O)(=O)c2ccccc2)on1 (centres undefined)	-7%	-3	-1%
CCc1nc2c(OCc3cc(Cl)cc(Cl)c3)cccn2c1N(C)C(=O)Nc1ccccc1OC	-10%	2	-2%
COc1ccccc1-c1cnc(C(O)c2cc(Cl)cc(Cl)c2)[nH]1 (centres undefined)	-15%	-10	1%
COCCN1C[C@@H](CO)O[C@@H](n2cnc3c(N4CCN(CCO)CC4)ncnc32)C1	2%	-2	2%
CCCCNC(=O)C1(C)CCCCN1C(=O)c1ccc(F)cc1Cl (centres undefined)	-4%	-10	-1%
Cc1ccc(-c2nc3ccc(Cl)cn3c2Cc2ccccc2C(F)(F)F)cc1	-11%	0	4%
CC1=C(C(=O)N(C)C)CC(CC(=O)NCc2cccs2)C(=O)N1Cc1ccc(F)cc1 (centres undefined)	0%	-2	-2%
COc1cccc(C(O)c2nc(-c3ccccc3OC)cs2)c1 (centres undefined)	-8%	-6	-1%
N#Cc1ccc(-c2ccc3nccn3c2)cc1	0%	-19	-2%
CC(O)(c1cccc(F)c1)c1nc(-c2csc3ccccc23)cs1 (centres undefined)	-10%	-5	-9%
COCCNC(=O)C1CCCN(C(=O)Cc2cccc3ccccc23)CC1 (centres undefined)	-4%	-1	0%
COc1cccc(-c2cnc(C(O)c3ccccc3OC)[nH]2)c1 (centres undefined)	-4%	-8	1%
COc1ccccc1N1CCN(Cc2cc(=O)oc3cc(C)ccc23)CC1	-2%	-5	-4%
Cc1cc2nc(C3CCCCC3)c(CC(C)(C)C)n2c(C)c1Br	-4%	-2	0%
COc1cccc(NC(=O)C2(C)CCN2Cc2cccc(OC)c2F)c1 (centres undefined)	0%	-3	1%
COc1ccc(NC(=O)c2cc(C3CCCCN3C(=O)c3ccc(Cl)cc3)on2)c(C)c1 (centres undefined)	-1%	-6	-4%
O=C(NCC1CC1)C1Cc2c(-c3ccc4c(c3)OCO4)ccnc2O1 (centres undefined)	-30%	-9	-4%
CCCC(=O)N1CCOCC1c1cc(C(=O)NCc2ccccc2)no1 (centres undefined)	-3%	-8	-5%
CCOC(=O)C1=C[C@@H](C(C)(C)C)N(S(=O)(=O)c2ccc(C)cc2)[C@H]1c1ccc(OC)cc1	2%	-2	-4%
CCOC(=O)c1c(C)nsc1NC(=O)C1(C)CCN1C(=O)CC (centres undefined)	-2%	-14	0%
CCOC(=O)C1=CCN(S(=O)(=O)c2ccccc2C)C1c1ccc(Cl)c(Cl)c1 (centres undefined)	-11%	0	-3%
CC(C)(C)c1ccc(CC(=O)N2CCC2(C)C(=O)Nc2ccc3[nH]ncc3c2)cc1 (centres undefined)	-4%	3	0%
CCc1nc2c(OCc3ccc(C#N)cc3)cccn2c1N(C)C(=O)c1ccc(C)cc1	-10%	-2	-2%
CC1(C)CC(NCc2ccccc2)=CC(=S)N1	0%	-8	-1%
CC1Nc2ncnc(N3CCc4ccccc4C3)c2N(Cc2ccccc2)C1=O (centres undefined)	-8%	-5	3%
CCOC1=C2CN(S(=O)(=O)c3ccc(C)cc3)[C@H](c3ccccc3)C[C@@H]2N(S(=O)(=O)c2ccccc2C)[C@H](c2ccccc2)C1	-3%	-10	-5%
OC(c1ccccc1)c1nc(-c2cnc3ccccc3c2)cs1 (centres undefined)	-1%	-3	1%
COc1ccc(OCCN2CCC(C(=O)NC(c3ccccn3)c3ccccc3OC)CC2)cc1 (centres undefined)	-2%	-2	-5%
COc1ccc(-c2csc(C(NC(C)=O)c3ccccc3)n2)cc1 (centres undefined)	-1%	-3	2%
COCCN1C[C@@H](CO)O[C@@H](n2cnc3c(N4CCOCC4)ncnc32)C1	0%	-5	-3%
Cc1ccc(S(=O)(=O)NC(=O)C2(C)CCN2C(=O)Cc2ccc(-c3ccccc3)cc2)nc1 (centres undefined)	-4%	-18	-7%
COCCNc1nc(NCC2CCCCC2)c2sc(-c3ccccc3)cc2n1	-18%	-9	-11%
O=S1(=O)CC(N2CCN(CCO)CC2)CN1Cc1cn(Cc2ccccc2C(F)(F)F)nn1 (centres undefined)	-2%	-5	-2%
Cc1ccc(F)c(S(=O)(=O)NC(=O)C2(C)CCN2C(=O)c2ccco2)c1 (centres undefined)	-2%	-6	-1%
CC1(Cc2ccc(C(F)(F)F)nc2)C(=O)Nc2cc(-c3ccccc3Cl)ccc21 (centres undefined)	-12%	-7	-2%
CC1(C(=O)NCc2ccco2)Cc2c(-c3cccc(C(N)=O)c3)ccnc2O1 (centres undefined)	?	-15	1%
CSc1ccccc1NC(=O)C1(C)CCN1C(=O)Cc1ccc(Cl)cc1Cl (centres undefined)	-7%	-3	-2%
CCOc1ccc(-c2noc([C@@H]3O[C@H](CO)[C@@H](O)[C@H]3O)n2)cc1	-3%	-2	3%
CCCS(=O)(=O)NC(=O)C1(C)CCCN(C(=O)COCc2ccccc2)C1 (centres undefined)	-1%	-8	-4%
O=C(OCc1ccccc1)N1CCC2CC1c1ccc(/C=C/CCCCl)cc12 (centres undefined)	1%	5	-1%
NC(Cc1ccc(C(F)(F)F)cc1)c1csc(NC(=O)Nc2ccccc2Cl)n1 (centres undefined)	-15%	?	-11%

Four entries from above, set out differently:
SMILES: CC1(C(=O)NCc2ccco2)Cc2c(-c3cccc(C(N)=O)c3)ccnc2O1 (centres undefined)
  Vif-A3G inh: ?	LDHA inh: -15	GRP78 ERSR act: 1%
SMILES: Cc1ccc(F)c(S(=O)(=O)NC(=O)C2(C)CCN2C(=O)c2ccco2)c1 (centres undefined)
  Vif-A3G inh: -2%	LDHA inh: -6	GRP78 ERSR act: -1%
SMILES: O=S1(=O)CC(N2CCN(CCO)CC2)CN1Cc1cn(Cc2ccccc2C(F)(F)F)nn1 (centres undefined)
  Vif-A3G inh: -2%	LDHA inh: -5	GRP78 ERSR act: -2%
SMILES: CCOc1ccc(-c2noc([C@@H]3O[C@H](CO)[C@@H](O)[C@H]3O)n2)cc1
  Vif-A3G inh: -3%	LDHA inh: -2	GRP78 ERSR act: 3%

Compound profiles, as listed above. Order of values: Vif-A3G inh | LDHA inh | GRP78 ERSR act
NC(Cc1ccc(C(F)(F)F)cc1)c1csc(NC(=O)Nc2ccccc2Cl)n1 (centres undefined) as listed: -15% | ? | -11%
COCCN1C[C@@H](CO)O[C@@H](n2cnc3c(N4CCOCC4)ncnc32)C1 as listed: 0% | -5 | -3%
CC1(Cc2ccc(C(F)(F)F)nc2)C(=O)Nc2cc(-c3ccccc3Cl)ccc21 (centres undefined) as listed: -12% | -7 | -2%
CSc1ccccc1NC(=O)C1(C)CCN1C(=O)Cc1ccc(Cl)cc1Cl (centres undefined) as listed: -7% | -3 | -2%

Back to the main list; the seven compounds before the break are reprinted first.
SMILES	Vif-A3G inh	LDHA inh	GRP78 ERSR act
CC1(Cc2ccc(C(F)(F)F)nc2)C(=O)Nc2cc(-c3ccccc3Cl)ccc21 (centres undefined)	-12%	-7	-2%
CC1(C(=O)NCc2ccco2)Cc2c(-c3cccc(C(N)=O)c3)ccnc2O1 (centres undefined)	?	-15	1%
CSc1ccccc1NC(=O)C1(C)CCN1C(=O)Cc1ccc(Cl)cc1Cl (centres undefined)	-7%	-3	-2%
CCOc1ccc(-c2noc([C@@H]3O[C@H](CO)[C@@H](O)[C@H]3O)n2)cc1	-3%	-2	3%
CCCS(=O)(=O)NC(=O)C1(C)CCCN(C(=O)COCc2ccccc2)C1 (centres undefined)	-1%	-8	-4%
O=C(OCc1ccccc1)N1CCC2CC1c1ccc(/C=C/CCCCl)cc12 (centres undefined)	1%	5	-1%
NC(Cc1ccc(C(F)(F)F)cc1)c1csc(NC(=O)Nc2ccccc2Cl)n1 (centres undefined)	-15%	?	-11%
COCCN1C(=O)CCC1(C)C(=O)NC1CCCCC1 (centres undefined)	-3%	3	-4%
CC(C)N1CCC(C)(C(=O)Nc2cc(-c3ccccc3)nn2C)C1 (centres undefined)	-2%	-7	-2%
Cc1ccc(-c2nc3ccc(C)cn3c2Cc2ccsc2)cc1	-10%	0	-2%
COc1ccc(-c2nc3c4ccccc4ccn3c2Cc2ccsc2)cc1OC	8.9µM*	-5	2%
Cc1noc(C)c1-c1ccc(C(=O)NCC(C)C)c2occc12	0%	-6	3%
Cc1ccc(-c2csc(C(O)c3ccc(F)c(F)c3)n2)cc1C (centres undefined)	-2%	1	-4%
CC1(C(=O)Nc2cccc(C(F)(F)F)c2)Cc2c(-c3cccc(C(N)=O)c3)ccnc2O1 (centres undefined)	-2%	0	-5%
CCCNC(=O)C1(C)CCCN(C(=O)Cc2ccc3ccccc3c2)C1 (centres undefined)	0%	-10	-1%
Brc1cccc(-c2nc3ccc(Br)cn3c2Cc2ccccc2)c1	-1%	-1	4%
CCc1ccc(NC(=O)CCCOc2cc(=O)n(C)c3ccccc23)cc1	-5%	-8	-1%
COc1ccc(OC)c(NC(=O)C2(C)CCN2C(=O)Cc2ccccc2)c1 (centres undefined)	-4%	-5	-4%
Cc1ccc(S(=O)(=O)N2C[C@H]3C(=O)C[C@@H](c4ccccc4)N(S(=O)(=O)c4ccccc4C)[C@H]3C[C@H]2c2ccccc2)cc1	-1%	-4	-2%
O=C1C=CC(=NN=C(c2ccccc2)c2ccccc2)C=C1	-8%	-9	0%
CN(C)CCNc1ncnc2c1ncn2[C@H]1CN(Cc2ccncc2)C[C@@H](CO)O1	-1%	-16	-3%
O=C(CCN1C(=O)c2ccccc2C1=O)c1cnc[nH]1	2%	1	0%
COc1ccc(CNC(=O)c2cccc3c(-c4cnn(C)c4)coc23)cc1OC	-8%	4	-5%
COc1ccc(S(=O)(=O)N2CCCCC2c2cc(C(=O)NC(C)C)no2)cc1 (centres undefined)	1%	-12	-3%
CC(C)Oc1cccc(NC(=O)C2(C)CCCN2C(=O)C(C)C)c1 (centres undefined)	0%	-5	-1%
CCc1nc2c(OCc3ccccc3C(=O)OC)cccn2c1N(C)C(=O)c1cccc(OC)c1	-7%	5	-1%
O=C(c1ccncc1)N(c1ccc(N2CCOCC2)cc1)C(c1ccccc1)c1nc2ccccc2[nH]1 (centres undefined)	-1%	13	-2%
COc1ccc(OC)c(NC(=O)Nc2nc(C(N)CCc3ccccc3)cs2)c1 (centres undefined)	-4%	2	-11%
Cc1cccc(S(=O)(=O)NC(=O)C2(C)CCN2C(=O)C2(c3ccc(Cl)cc3)CCC2)c1 (centres undefined)	1%	-5	-1%
Cc1cn([C@H]2C[C@H](O)[C@@H](/C=C/C(=O)NCc3cccc4ccccc34)O2)c(=O)[nH]c1=O	-4%	-11	-3%
O=C(NCc1ccc(F)cc1)c1cc(C2CCCCN2C(=O)CCc2ccccc2)on1 (centres undefined)	-1%	-2	-3%
C(=C\c1ccccc1)/CN1CCN(C(c2ccccc2)c2nnnn2Cc2ccccc2)CC1 (centres undefined)	-4%	-3	-3%
CCOC(=O)C(=O)N(C)c1c(CC)nc2c(OCc3cccc(OC)c3)cccn12	-1%	1	-4%
COc1cc(Nc2ncc3c(n2)CCN(C(=O)Nc2ccc(C(C)C)cc2)C3)cc(OC)c1OC	-6%	5	-3%
